Screens from PubChem.
DRD3 antagonist – qHTS of D3 Dopamine Receptor Antagonist: qHTS; D(3) dopamine receptor (Homo sapiens), P35462; D3R cells, DiscoveRx beta-arrestin luminescence, antagonist mode; hits give low values; max response, negative = inhibition, %; 360,000 compounds, 2.5% hits; AID 652054, 2013; in the data active = max response below about -50%; inconclusive = no clear call, values can overlap the other calls; note: % is set by controls: 0 for no effect and ±100 for the full control effect; mostly tested at two doses, the higher about 12 µM
Target sequence (P35462 whole entry, looked up): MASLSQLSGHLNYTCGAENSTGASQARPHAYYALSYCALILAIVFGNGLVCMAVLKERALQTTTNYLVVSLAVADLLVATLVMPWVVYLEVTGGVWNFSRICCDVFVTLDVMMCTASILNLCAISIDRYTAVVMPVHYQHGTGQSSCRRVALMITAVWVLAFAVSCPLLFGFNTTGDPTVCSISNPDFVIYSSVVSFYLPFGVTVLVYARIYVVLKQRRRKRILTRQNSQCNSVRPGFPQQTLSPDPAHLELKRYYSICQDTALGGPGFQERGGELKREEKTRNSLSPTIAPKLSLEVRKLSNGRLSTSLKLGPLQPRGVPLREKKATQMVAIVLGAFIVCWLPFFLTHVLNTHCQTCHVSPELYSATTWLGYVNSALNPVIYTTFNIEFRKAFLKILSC
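Cells expressing the human receptor were seeded at 1500 cells/well, incubated overnight at 37 degrees C in 5% CO2, then exposed to library compounds with dopamine controls for 90 minutes at 37 degrees C before luminescent detection.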
PTHR1 ag – qHTS for PTHR1 Agonists: Primary Screen | Parathyroid hormone/parathyroid hormone-related peptide receptor (Homo sapiens), Q03431 | HEK293 GP2 PTHR1 cells, GloSensor cAMP luminescence, 1 h | Potency, µM (highest dose often 115 µM), without a hit: at the highest dose activation, most hits filed as activators | 410,000 compounds, 0.075% hits | AID 743266, 2014; note: potency is the fitted concentration of half-maximal effect; nearly all actives have a fitted effect of over 55% in size; some results filed as inactive show a strong effect at the top dose; inactives centre near -15; many of its hits are not listed in these tables
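HEK-293-derived GP2 cells expressing PTHR1 and a GloSensor cAMP reporter, 3,000/well, plated overnight, given luciferin plus IBMX (each 0.5 mM as added) for 1 h at 37 °C, then compound for 1 h at 37 °C. Luminescence was read after 15 min at room temperature.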
GLP-1R agonist – qHTS of GLP-1 Receptor Agonists; Glucagon-like peptide 1 receptor (Homo sapiens), P43220; HEK293 GLP-1R CRE-luciferase, luminescence, 4-6 h; cells express a hypersensitive GLP-1R form; Potency, µM (series often up to 45.6 µM), for inactives: top-dose activation, most hits filed as activators; 380,000 compounds, 0.007% hits; note: potency is the fitted concentration of half-maximal effect; % of control where 0% means no effect
Target sequence (P43220 whole entry, looked up): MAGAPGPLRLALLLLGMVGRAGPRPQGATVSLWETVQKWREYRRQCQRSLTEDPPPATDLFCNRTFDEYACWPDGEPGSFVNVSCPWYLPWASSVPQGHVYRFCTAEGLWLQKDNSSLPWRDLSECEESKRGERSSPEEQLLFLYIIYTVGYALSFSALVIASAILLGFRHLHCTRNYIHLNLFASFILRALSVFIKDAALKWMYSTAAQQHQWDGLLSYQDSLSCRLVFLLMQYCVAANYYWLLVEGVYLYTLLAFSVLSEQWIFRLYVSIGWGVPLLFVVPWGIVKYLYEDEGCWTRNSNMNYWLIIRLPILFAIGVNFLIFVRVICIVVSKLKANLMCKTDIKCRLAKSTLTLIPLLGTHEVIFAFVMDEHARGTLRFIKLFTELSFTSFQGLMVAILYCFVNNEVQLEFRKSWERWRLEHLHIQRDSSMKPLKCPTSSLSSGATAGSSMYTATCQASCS
GLP-1R inv ag – qHTS of GLP-1 Receptor Inverse Agonists (Inhibition Mode). Glucagon-like peptide 1 receptor (Homo sapiens), P43220. HEK293 GLP-1R CRE-luciferase, luminescence, 24 h; GLP-1R form is constitutively active. Potency, µM (doses to about 38.3 µM), without a hit: at the top dose activity change, negative = inhibition, usual class: inhibitors. 410,000 compounds, 1.6% hits. AID 624417, 2012; note: potency is the fitted concentration of half-maximal effect; % is set by controls: 0 for no effect and ±100 for the full control effect; nearly all actives have a fitted effect of over 55% in size
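qHTS in 1536-well format: reporter HEK293 cells expressing constitutive GLP-1R activity in DMEM + 10% Nu serum, 24 hr with compounds at 37 deg C, luminescence read after 12 min with detection reagent.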
DRD3 agonist – qHTS of D3 Dopamine Receptor Agonist: qHTS; AID 652048, 2013; D3R DiscoveRx beta-arrestin cells, luminescence, 90 min; 410,000 compounds, 0.58% hits; max activation, %; in the data active = max activation above about 30%; note: 0% is about no effect; mostly tested at two doses, the higher about 12 µM
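Cells at 1500/well, incubated overnight, then treated with pinned compounds (dopamine as control) for 90 min at 37 degrees C. DiscoveRx reagent added for 30 - 60 minutes at room temperature; luminescence read.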
TDP43 rescue – qHTS of TDP-43 Inhibitors; TDP-43 expressing yeast growth rescue, BacTiter-Glo, 24 h; Potency, µM (doses to about 46.1 µM), for the others: at the highest dose growth rescue (activation), usual class: activators; 410,000 compounds, 1.8% hits; AID 652104, 2013; note: potency is the fitted concentration of half-maximal effect; % of control where 0% means no effect; nearly all actives have a fitted effect of over 50% in size
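Yeast expressing TDP-43 (pregrown in raffinose, seeded at OD600=0.02 in galactose medium) exposed to compounds 24 hr at 30 deg C. Growth read by BacTiter-Glo luminescence; rescue of toxicity appears as increased signal.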
GLP1R cytotox – qHTS of GLP-1 Receptor Inverse Agonists: Cytotox Screen; HEK293 cAMP-luciferase reporter cells, luminescence, 24 h; Potency, µM (doses to about 38.3 µM), without a hit: at the top dose activity change, negative = inhibition, most hits filed as inhibitors; 410,000 compounds, 0.13% hits;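 note: loss of luciferase light is scored as toxicity; potency is the fitted concentration of half-maximal effect; % is set by controls: 0 for no effect and ±100 for the full control effect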
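To flag toxic compounds, the library was rerun on cells for 24 hr at 37 deg C and 5% CO2. Viability-linked luminescence was captured 12 min after adding luciferase detection reagent.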
KB-V1 MDR tox – qHTS assay for MDR1-selective chemotherapeutics: Primary screen using the drug-selected MDR subline cells KB-V1; KB-V1 MDR cells viability, CellTiter-Glo, 72 h; Potency, µM (highest dose often 46.1 µM), inactives show top-dose activity change, negative = cytotoxicity, actives largely listed as cytotoxic; 400,000 compounds, 3.4% hits; note: potency is the fitted concentration of half-maximal effect; % is set by controls: 0 for no effect and ±100 for the full control effect; nearly all actives have a fitted effect of over 60% in size
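KB-V1 cells (P-gp-expressing MDR subline of KB-3-1) in phenol-red-free DMEM with 10% FBS were exposed to library compounds over a concentration series for 72 h at 37 degrees C. Viability read by CellTiter-Glo luminescence; concentration-effect curves fitted after normalization.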
aSyn rescue – qHTS of alpha-syn Inhibitors; Yeast expressing alpha-synuclein, growth rescue, BacTiter-Glo, 24 h; Potency, µM (doses to about 46.1 µM), for the others: at the highest dose growth rescue (activation), actives largely listed as activators; 370,000 compounds, 0.14% hits; AID 652106, 2013; note: potency is the fitted concentration of half-maximal effect; % of control where 0% means no effect; nearly all actives have a fitted effect of over 65% in size
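Readout is rescue of growth in alpha-synuclein-expressing yeast, so inhibitors of toxicity appear as activators. Growth after 24 hr at 30 deg C in galactose medium is quantified by luminescence.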
An asterisk follows results filed as active; i = inactive; ? = inconclusive; nt = not tested or not shown; [ ] = remark or other dose. Unless noted, calls come from the whole dose curve; as a rule, active = well fitted curve in the direction sought with a large enough effect; inconclusive = small, poorly fitted or top-dose-only effect, or another doubt; inactive = no such curve, though single readings can be large; an effect the other way counts as inactive or inconclusive.

SMILES	DRD3 antagonist	PTHR1 ag	GLP-1R agonist	GLP-1R inv ag	DRD3 agonist	TDP43 rescue	GLP1R cytotox	KB-V1 MDR tox	aSyn rescue
CCOC(=O)/C(C#N)=N/Nc1c(S(=O)(=O)Cc2ccco2)csc1C(=O)OC	10	-21%	-1%	15%	-11	7%	-18%	?	2%
COc1cc2c(cc1OC)C(C)N(C(=O)c1ccc(Cl)c(S(=O)(=O)N3CCCCC3)c1)CC2 (stereo not drawn)	15	-18%	9%	?	-2	0%	-5%	-15%	-5%
O=C(Nc1cccc(C(F)(F)F)c1)C(Sc1ncnc2ccccc12)c1ccccc1 (stereo not drawn)	-12	-19%	-6%	?	-4	?	-6%	1%	-1%
NC(=O)C1CCN(C(=O)CN(C2CCCCC2)S(=O)(=O)c2ccc(F)cc2)CC1	4	i	4%	-8%	-3	-10%	-21%	18%	-2%
CCn1c(C)nc2cc(S(=O)(=O)C(F)(F)C(F)C(F)(F)F)ccc21 (stereo not drawn)	45	-45%[inhibitor]	0%	3%	7	-2%	6%	5%	-12%
CCCCn1c(N)c(N(CCOC)C(=O)c2cc3c(s2)CCC3)c(=O)[nH]c1=O	-3	i	-1%	-11%	-2	1%	-9%	0%	-2%
Cc1ccc(Cn2c(CN3CC(C)OC(C)C3)nc3c2c(=O)n(C)c(=O)n3C)cc1 (stereo not drawn)	-13	0%	-6%	11%	-5	21%	4%	3%	-3%
CCn1ccc2c(OCC(=O)NCCc3ccc(OC)c(OC)c3)cccc2c1=O	4	i	25%	76%[activator]	10	-1%	-4%	?	-1%
Cc1cccc(C(=O)Nc2cc(S(=O)(=O)N3CCOCC3)ccc2N2CCCCC2)c1	33	-15%	5%	?	-5	-10%	-13%	?	5%
COc1ccc(C2CC(=O)C=C(NC3CCCC3)C2)cc1 (stereo not drawn)	23	i	1%	7%	5	14%	19%	2%	0%
Cc1cc(Nc2cccc(Cl)c2)nc(-c2ccccc2O)n1	2	i	9%	?	-2	-10%	6%	-24%	-5%
Cn1c(=O)c2cc(NC(=O)Nc3cccnc3)ccc2n1Cc1cccc(C(F)(F)F)c1	8	-15%	-2%	9%	3	23%	-2%	6%	25%
CN(Cc1cnn(C)c1)Cc1nc(-c2ccc(Cl)cc2)no1	4	-11%	-4%	-6%	-7	6%	6%	?	0%
CCc1nc2ccc(C(=O)Nc3cccc(OCC(=O)N(C)C)c3)cn2c1N(C)Cc1cc2ccccc2s1	103	-9%	-16%	?	8	12%	?	?	-2%
c1ccc(-c2nnc(OCC3CCCO3)c3ccccc23)cc1 (stereo not drawn)	4	-14%	34%	-7%	-2	17%	9%	-2%	7%

Some of the entries above, reformatted.
Order of results: DRD3 antagonist, PTHR1 ag, GLP-1R agonist, GLP-1R inv ag, DRD3 agonist, TDP43 rescue, GLP1R cytotox, KB-V1 MDR tox, aSyn rescue
CCOC(=O)/C(C#N)=N/Nc1c(S(=O)(=O)Cc2ccco2)csc1C(=O)OC
    10, -21%, -1%, 15%, -11, 7%, -18%, ?, 2%
COc1cc2c(cc1OC)C(C)N(C(=O)c1ccc(Cl)c(S(=O)(=O)N3CCCCC3)c1)CC2 (stereo not drawn)
    15, -18%, 9%, ?, -2, 0%, -5%, -15%, -5%
O=C(Nc1cccc(C(F)(F)F)c1)C(Sc1ncnc2ccccc12)c1ccccc1 (stereo not drawn)
    -12, -19%, -6%, ?, -4, ?, -6%, 1%, -1%
NC(=O)C1CCN(C(=O)CN(C2CCCCC2)S(=O)(=O)c2ccc(F)cc2)CC1
    4, i, 4%, -8%, -3, -10%, -21%, 18%, -2%
CCn1c(C)nc2cc(S(=O)(=O)C(F)(F)C(F)C(F)(F)F)ccc21 (stereo not drawn)
    45, -45%[inhibitor], 0%, 3%, 7, -2%, 6%, 5%, -12%
CCCCn1c(N)c(N(CCOC)C(=O)c2cc3c(s2)CCC3)c(=O)[nH]c1=O
    -3, i, -1%, -11%, -2, 1%, -9%, 0%, -2%
Cc1ccc(Cn2c(CN3CC(C)OC(C)C3)nc3c2c(=O)n(C)c(=O)n3C)cc1 (stereo not drawn)
    -13, 0%, -6%, 11%, -5, 21%, 4%, 3%, -3%
CCn1ccc2c(OCC(=O)NCCc3ccc(OC)c(OC)c3)cccc2c1=O
    4, i, 25%, 76%[activator], 10, -1%, -4%, ?, -1%
Cc1cccc(C(=O)Nc2cc(S(=O)(=O)N3CCOCC3)ccc2N2CCCCC2)c1
    33, -15%, 5%, ?, -5, -10%, -13%, ?, 5%
COc1ccc(C2CC(=O)C=C(NC3CCCC3)C2)cc1 (stereo not drawn)
    23, i, 1%, 7%, 5, 14%, 19%, 2%, 0%

The results go on.
SMILES	DRD3 antagonist	PTHR1 ag	GLP-1R agonist	GLP-1R inv ag	DRD3 agonist	TDP43 rescue	GLP1R cytotox	KB-V1 MDR tox	aSyn rescue
COc1ccc(-c2nnc3n2CCCCC3)cc1	0	i	7%	-2%	-15	2%	-13%	3%	0%
O=C(NCCc1ccccc1)C1CCC(=O)N(CCCN2CCCC2=O)C1 (stereo not drawn)	-5	-94%[inhibitor]	0%	2%	1	10%	13%	2%	-4%
O=c1cc2n(c(=O)[nH]1)CCC1=C2CCCC1	-7	-8%[57.5 µM]	4%	0%	-1	6%	13%	0%	-2%
CSCC(C)N1CCC(CCC(=O)NC2CC2)CC1 (stereo not drawn)	3	i	4%	-5%	-3	4%	-4%	4%	0%
CCc1c(C(=O)Nc2ccc(C)c(C)c2)[nH]c(C)c1C(C)=O	-2	i	13%	?	-13	-3%	-8%	?	-1%
Cc1ccc(-c2nc3c(c(SCC(=O)N4CCCC4)n2)COC(C)(C)C3)cc1	19	-21%	7%	-5%	2	10%	-5%	18%	-6%
Cc1nc2ccccc2n1CC(=O)N/N=C/c1cccs1	56	-49%[inhibitor]	12%	-5%	8	2%	-5%	17%	3%
CSc1ccc(CN2CCN(Cc3ccccc3)C(CCO)C2)cc1 (stereo not drawn)	?	i	11%	?	-23	0%[0.397 µM]	20%	-8%	3%
CCCCCCNC(=O)O[C@H]1CN(C(=O)OC(C)C)N(C(=O)OC(C)C)[C@@H]2CN(S(=O)(=O)c3ccc(C)cc3)C[C@]12O	1	-17%	1%	?	0	0%	?	-29%	7%
CC1Cc2ccccc2N1C(=O)COc1nc2ccccc2nc1N1CCOCC1 (stereo not drawn)	53	i	3%	9%	3	2%	0%	?	6%
COc1cccc(OC)c1C(=O)N1CCOCC1	-14	i	-24%	0%	0	-6%	6%	-13%	0%
CC(C)NC(=O)Cn1c(SCC(=O)c2ccc(F)cc2)nc2ccccc21	?	i	-5%	2%	1	5%	-5%	3%	9%
O=C(CCC(=O)c1ccc(Br)cc1)Nc1cccnc1	-12	-19%	4%	9%	-4	12%	0%	0%	-6%
Cc1ccc(C)c2c(N)c3c(nc12)CCCCC3 (tested in a mixture with another compound)	-6	-32%[inhibitor]	0%	-17%	-11	-14%	2%	-23%	-4%
CC(C)(C)/C(O)=C/c1nc2ccccc2oc1=O	4	-23%	0%	-10%	-1	22%	0%	1%	2%
COc1ccc(NC(=O)CSc2nc3nc(C)cc(C)n3n2)cc1OC	nt	i	nt	38%[activator]	3	8%	7%	16%	nt
COCCCn1c(=N)c(S(=O)(=O)c2ccccc2)cc2c(=O)n3cccc(C)c3nc21	nt	i	-1%	6%	5	26%	1%	?	26%
COc1ccc(NC(=O)CS(=O)(=O)c2cn(CC(=O)N3CCOCC3)c3ccccc23)cc1OC	0	-12%	-4%	9%	-3	-6%	?	-14%	-8%
Cc1nnc(SCC(=O)Nc2cc(C(F)(F)F)ccc2Cl)n1C	5	-24%	-2%	11%	4	17%	2%	-14%	1%
O=C(Nc1ccc(-c2nc3ccccc3o2)cc1)c1ccc(N2C(=O)C3C4C=CC(C4)C3C2=O)cc1 (stereo not drawn)	13	-47%[inhibitor][57.5 µM]	-1%	8%	7	24%	2%	4.1µM*	-12%
COc1ccc(N2C(=O)CC(c3ccc([N+](=O)[O-])cc3)C2=O)cc1 (stereo not drawn)	-5	0%	-2%	9%	1	0%	0%	25%	6%
OCCNCCCOc1cc(Cl)ccc1Cl	?	i	5%	?	-18	7%	-18%	20%	10%
CC(=O)N1CCN(C(=O)c2cc(C)oc2C)CC1	-9	-1%	-1%	-12%	-3	1%	-2%	?	-1%[1.84 µM]
CC(=O)Nc1cc(C)nn1-c1nc2ccccc2s1	8	i	8%	-2%	-2	-13%	3%	?	2%
CC(C)Cc1ccc(CN2CCCC(NC(=O)c3ccnn3C)C2)cc1 (stereo not drawn)	10	-37%[inhibitor]	2%	?	1	-12%	3%	nt	0%
COc1ccc(N2CCN(Cc3nc(N)nc(Nc4ccc(C)c(Cl)c4)n3)CC2)cc1	26	-13%[57.5 µM]	-2%	?	17	-8%	-25%	5.2µM*	-15%
COc1ccc(NS(=O)(=O)c2ccc(Br)cc2)cn1	-14	-17%	4%	-7%	3	?	1%	-8%	1%
CC(=O)Nc1ccc(NC(=O)COC(=O)c2ccc(S(=O)(=O)NCc3ccco3)cc2)cc1	3	i	2%	8%	-2	-6%	-3%	-1%	10%
CCOc1ccccc1NC(=O)c1ccc2c(c1)C(=O)N(CC)C2=O	0	-42%[inhibitor]	0%	12%	3	-9%	-1%	-7%	-11%
O=C(N/N=C/c1ccc2ccccc2c1)c1ccc(COc2ccc3c(c2)CCC3)o1	-24	-12%[57.5 µM]	-6%	-23%	-9	1%	?	0%	-1%

The list is partial; count on the stated rates, not on these rows.
